# Screening data as filed in PubChem BioAssay.
# CHO-K1 Ca PAM: M1 PAM counterscreen hit in parental CHO-K1 cells; activation, % at 3 µM; 360,000 tested, 0.02% active; ATP EC20, Fluo-8 calcium fluorescence; 0% at ATP EC20, 100% at ATP max;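 active means activation above the run cutoff, the mean activation of all test compounds plus 3 SD, cut at about 40% in these data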;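 further: peak over basal fluorescence ratio in a 140 s read after ATP addition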
# CHO parental Ca: signal in parental CHO cells, OX1R antagonist counter-screen; parental CHO-K1, ATP-induced calcium, Fluo-8 fluorescence; inhibition, % at 5.6 µM; 330,000 tested, 0.63% active; AID 463079;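 active means inhibition above that plate's mean sample inhibition plus 3 SD, cut at about 26% in these data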;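 further: 0% = ATP-challenged DMSO wells and 100% = DMSO wells without ATP; some compounds past the cut are filed as inactive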
#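 Material: parental CHO cells / Compound: single nominal dose of 5.6 µM per compound / Signal: Fluo-8 fluorescence / Replicates: singlicate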
# CHO-K1 Ca ag: M1 agonist counterscreen hit in parental CHO-K1 cells; Fluo-8 calcium fluorescence; scaled to maximal ATP response, vehicle zero; activation, % at 3 µM; 360,000 tested, 0.48% active; in the data active means activation above about 15%;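 further: untransfected CHO-K1 host cells lacking M1 receptor as counterscreen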
# V1R ag counter: activates human V1a receptor in oxytocin agonist counter-screen | P37288 | CHO-V1R cells, Fluo-8 calcium fluorescence, agonist mode; 0% DMSO, 100% 3 nM vasopressin | activation, % at 3 µM | 320,000 tested, 0.25% active;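 active means activation above the mean activation of all tested compounds plus 3 SD, per screening run, cut at about 20% in these data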;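 further: signal is peak over basal fluorescence ratio across a 100 second FLIPR read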
# TAAR1 antag: human TAAR1 antagonism; 360,000 tested, 1.5% active; AID 624466; inhibition, % at 3 µM; CHO RD-HGA16 TAAR1, Fluo-8 calcium fluorescence, antagonist;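 active means inhibition above a per-plate cutoff, the mean inhibition of test compounds on that plate plus 3 SD, cut at about 49% in these data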;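 further: 0% = DMSO plus EC80 beta-PEA response and 100% = DMSO alone without agonist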
# Target sequence (Q96RJ0 whole entry, looked up): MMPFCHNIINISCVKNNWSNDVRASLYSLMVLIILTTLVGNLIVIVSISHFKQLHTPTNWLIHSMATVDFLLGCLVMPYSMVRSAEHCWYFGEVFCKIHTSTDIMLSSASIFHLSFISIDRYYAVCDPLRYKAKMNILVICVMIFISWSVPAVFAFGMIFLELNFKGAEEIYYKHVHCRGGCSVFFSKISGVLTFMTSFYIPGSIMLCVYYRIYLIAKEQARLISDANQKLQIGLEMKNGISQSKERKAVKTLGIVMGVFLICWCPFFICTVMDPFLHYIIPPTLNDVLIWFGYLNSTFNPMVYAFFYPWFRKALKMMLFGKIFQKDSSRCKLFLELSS
#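 Test system – hTAAR1-expressing CHO RD-HGA16 cells, Gα16-coupled · Reagent – β-PEA at EC80 concentration, post-compound challenge · Compound dosing – 3 µM, single point · Timing – 140 s kinetic read after compound, 140 s after agonist · Detection – Fluo-8 intracellular calcium dye fluorescence, real-time kinetic reads · Control set – DMSO and EC80 PEA controls · Repeats – n of 1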
# CHO-K1 Ca antag: M1 antagonist counterscreen hit in parental CHO-K1 cells; ATP-induced calcium, Fluo-8 fluorescence; inhibition, % at 3 µM; 360,000 tested, 0.6% active; AID 602250;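 active means inhibition above a per-plate cutoff, the plate's mean sample inhibition plus 3 SD, cut at about 24% in these data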;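 further: 0% = DMSO plus EC80 ATP and 100% = DMSO alone without ATP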
# CHRM1 agonist: agonists of human M1 muscarinic receptor; P11229; CHO-K1 hM1, Fluo-8 calcium fluorescence, agonist mode; 0% DMSO, 100% acetylcholine EC100; activation, % at 3 µM; 360,000 tested, 0.33% active;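 active means activation above the run's mean compound activation plus 3 SD, cut at about 16% in these data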;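 further: peak over basal fluorescence ratio within a 140 s kinetic read after compound addition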
# Target sequence (P11229 whole entry, looked up): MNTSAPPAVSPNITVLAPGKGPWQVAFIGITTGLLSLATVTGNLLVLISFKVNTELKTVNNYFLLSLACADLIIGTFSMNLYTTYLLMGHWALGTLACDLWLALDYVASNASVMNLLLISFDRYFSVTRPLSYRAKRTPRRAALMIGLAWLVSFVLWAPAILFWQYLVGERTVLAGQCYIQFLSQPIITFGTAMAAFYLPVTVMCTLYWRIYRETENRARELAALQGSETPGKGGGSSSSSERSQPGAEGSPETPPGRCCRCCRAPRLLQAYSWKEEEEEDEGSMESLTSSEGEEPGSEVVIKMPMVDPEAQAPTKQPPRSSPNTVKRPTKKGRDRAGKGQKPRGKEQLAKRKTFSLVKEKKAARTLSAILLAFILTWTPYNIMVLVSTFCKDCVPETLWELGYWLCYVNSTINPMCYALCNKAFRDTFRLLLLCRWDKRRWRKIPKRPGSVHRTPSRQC
# TAAR1 ag: human TAAR1 agonism | Q96RJ0 | CHO RD-HGA16 TAAR1, Fluo-8 calcium fluorescence; vehicle wells 0%, saturating PEA agonist 100% | activation, % at 3 µM | 360,000 tested, 0.99% active | AID 624467;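 active means activation above the mean activation of all test compounds in the run plus 3 SD, cut at about 38% in these data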
#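 Test system: RD-HGA16 (CHO) cells co-expressing Gα16 and hTAAR1 / Benchmarks: DMSO vehicle as 0%, PEA at EC100 as 100% / Repeats: no replicates (n 1) / Measure: % activation from peak over basal fluorescence ratio, DMSO-to-PEA scaled / Timing: 17-24 h plating, Fluo-8 75 min 37 °C, 30 min RT / Technique: kinetic Fluo-8 calcium fluorescence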
# OXTR potentiator: potentiators of human oxytocin receptor. 320,000 tested, 0.061% active. P30559. activation, % at 3 µM. CHO-OTR cells, Fluo-8 calcium fluorescence, potentiator mode; 0% = oxytocin EC15, 100% = EC100;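 active means activation above that plate's cutoff, the mean activation of tested compounds plus 3 SD, cut at about 6.6% in these data, passing the limit was not always enough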;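 further: 100% uses oxytocin at 75 nM as the full agonist control; some results filed as inactive read as strong as hits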
#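 Measured by – Fluo-8 calcium dye fluorescence · Test system – human OTR in CHO cells · Dosing – one concentration, 3.0 µM compound · Controls – EC15 oxytocin alone as 0%, 75 nM oxytocin as 100% · Evaluation – normalized max/min fluorescence ratio, % activation · Timing – 6 min pre-incubation, 100 s read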
# * = called active by the depositor; x = no result given.
SMILES,CHO-K1 Ca PAM,CHO parental Ca,CHO-K1 Ca ag,V1R ag counter,TAAR1 antag,CHO-K1 Ca antag,CHRM1 agonist,TAAR1 ag,OXTR potentiator
CCC(C)N(C(=O)COC(=O)Cc1n[nH]c(=O)c2ccccc12)C1CCS(=O)(=O)C1 (configuration not stated),15.5,-5.6,0.3,-0.2,2.3,-6.7,11.8,0.7,-12.8
COc1ccc(N2CCN(Cc3cc(=O)c(OCC(=O)Nc4ccccc4)co3)CC2)cc1,22.2,13.0,1.1,0.0,2.2,-16.3,-2.3,-0.2,-5.7
Fc1ccc(NC(=S)Nc2ccc(Cl)cc2Cl)cc1,x,-7.5,x,0.8,23.2,x,x,6.6,-4.3
CC(=O)N1N=C(c2cccc(NS(C)(=O)=O)c2)CC1c1cccs1 (configuration not stated),16.6,-13.4,1.9,1.5,0.1,-3.1,-12.4,2.8,-14.9
CCN(CC)CCn1c2c(c(SCC(=O)Nc3ccc4c(c3)OCO4)nc1=O)CCC2,8.3,-20.7,-0.2,-1.3,2.2,-0.1,-7.2,0.6,-4.8
Cc1ccc(OCC(=O)NNC(=O)CCC(=O)Nc2ccc(C)cc2C)cc1,-3.8,-5.5,-0.3,-0.7,15.1,-18.2,-1.9,1.8,-4.4
COc1ccc(CCNC(=O)C(=O)NCC2OCCN2S(=O)(=O)c2ccc(OC)cc2)cc1 (configuration not stated),14.3,-9.4,5.6,7.5,-0.7,-4.5,1.9,5.9,-4.7
Cc1occc1C(=O)N/N=C/C(Br)=C\c1ccccc1,-9.9,0.5,7.6,6.8,25.6,4.0,4.0,9.0,-17.1
Cn1c(=O)cc(NCCc2ccccc2)[nH]c1=O,-0.3,-7.7,0.3,0.8,17.1,6.3,1.5,68.9*,-1.6
Cc1cccc(N(Cc2ccccc2)C(=O)c2cc(S(=O)(=O)N3CCOCC3)ccc2F)c1,4.4,-23.8,-0.8,-1.4,-11.6,18.0,-2.6,0.6,-1.8
CCc1ccc(S(=O)(=O)NCC2(N3CCOCC3)CCCCC2)cc1,15.4,-13.7,-0.3,-0.5,-13.3,-17.1,-4.8,3.4,1.9
CCCCOC(=O)c1ccc(NC(=O)C(=O)NCc2ccncc2)cc1,14.4,-13.0,9.6,14.3,22.1,1.8,1.7,13.0,-8.8
CCOC(=O)c1cc2c(N)c(C(=O)c3cc(C#N)c(SC)nc3C)sc2nc1C,-4.9,-4.2,-0.4,0.6,68.0*,10.6,2.5,5.4,-4.7
N#CCSc1nnc(-c2c[nH]c3ccccc23)o1,19.0,5.3,2.0,-0.1,3.8,-7.1,-0.5,7.0,-5.0
COc1ccc(CCNC(=O)COc2ccc(S(=O)(=O)NC(C)C)cc2Cl)cc1OC,12.7,-5.0,0.8,0.4,x,-4.5,-3.5,x,-0.7
Cc1c(Cl)c(C(=O)NC2C3CC4CC(C3)CC2C4)nn1C (configuration not stated),10.3,-22.8,0.8,-0.8,-10.2,-0.3,1.7,21.9,-0.7
Cc1ccc(CC(=O)Nc2ccc(S(=O)(=O)Nc3ncccn3)cc2)cc1,13.2,14.9,5.1,0.4,4.4,0.9,-3.8,10.5,-4.4
O=C1OC(c2ccc(Cl)cc2)=C/C1=C/c1cccnc1,-7.7,-6.3,0.0,1.2,3.7,-7.4,-4.4,2.6,4.0
C=C(C)Cn1c(SCC(=O)N/N=C/c2ccccc2OCC(=O)O)nnc1-c1ccc(Br)cc1,5.4,-6.2,0.9,0.7,15.3,-7.3,-4.1,-0.3,2.7
COc1ccc(NC(=O)CN2C(=O)/C(=C3\SC(=S)N(CCC(=O)O)C3=O)c3ccccc32)cc1,-6.2,-6.5,0.7,-0.3,x,-0.7,-1.5,x,-3.9
O=C(Nc1ccc(Cl)cc1)Nc1nnc(SCc2ccccc2)s1,6.5,5.6,8.4,8.3,33.5,22.9,2.7,10.4,-8.2
O=C(COC(=O)COc1ccccc1)NC1CCCC1,8.6,-12.3,0.1,0.6,3.1,2.8,-1.3,0.1,-2.7
COc1ccc(C(=O)CN2C(=O)NC3(CCCCCC3)C2=O)cc1,12.6,-22.4,1.9,1.2,-2.7,-0.2,1.2,1.8,1.4
Cn1nnnc1SCC(=O)Nc1cccc([N+](=O)[O-])c1,15.3,0.2,0.2,0.4,-0.7,-7.2,-8.2,8.8,-23.4
CCOc1ccc(N2C(=O)CC(Cc3ccc(Br)cc3)C2=O)cc1 (configuration not stated),21.9,-23.0,1.1,1.2,-13.8,-9.9,-7.5,1.1,-16.7

# Continuation:
SMILES,CHO-K1 Ca PAM,CHO parental Ca,CHO-K1 Ca ag,V1R ag counter,TAAR1 antag,CHO-K1 Ca antag,CHRM1 agonist,TAAR1 ag,OXTR potentiator
COc1ccc(N2CCN(CCNC(=O)CCNS(=O)(=O)c3cccs3)CC2)cc1,12.7,-11.4,0.3,0.7,1.2,-5.5,-3.7,0.0,-9.7
CCOC(=O)Cn1nnnc1CN(Cc1cccs1)Cc1cc2cc(C)cc(C)c2[nH]c1=O,16.0,-3.2,1.3,0.1,3.4,1.6,-6.9,11.6,-3.5
COc1cccc(NC(=O)C2CCC(CNC(=O)[C@@H]3Cc4ccccc4CN3)CC2)c1 (some centres not stated),-4.6,-17.9,0.3,3.3,7.3,2.8,-5.3,1.9,-3.7
O=C(NCC1CCCCC1)c1csc([C@@H]2O[C@H](CO)[C@H](O)[C@H](O)[C@H]2O)n1,0.9,x,-0.2,x,-5.4,3.9,-0.7,1.0,x
CCC(=O)Nc1nc2c(OC)ccc(OC)c2s1,19.2,1.3,0.9,-0.6,-16.8,-17.2,-3.3,1.8,-3.3
COc1ccc(N2C(=O)[C@@H]3Cc4ccccc4CN3C2=O)cc1,2.3,-15.5,0.2,2.1,1.1,2.6,0.8,13.7,-11.8
Cc1noc(C)c1S(=O)(=O)NCc1ccc2c(c1)OCO2,-1.3,-7.8,0.5,0.1,-13.6,1.0,-9.9,0.4,-4.0
Cc1ccc(C=NNC(=O)c2cc(-c3cccnc3)nc3ccccc23)o1,-6.8,-23.1,-0.1,0.2,5.0,0.7,-3.7,2.8,-1.6
CCOC(=O)CNC(=O)CSc1nc2nc(C)c(Br)cc2[nH]1,9.1,-8.8,0.3,0.4,-26.4,-5.5,-8.1,7.3,-6.7
COc1ccc(NC(C)=O)cc1NC(=O)CN1CCN(S(=O)(=O)c2ccc(C(C)C)cc2)CC1,3.5,-0.1,-0.3,0.5,0.7,4.8,1.4,13.7,-4.0
CC(=NNC(=O)CCC(=O)Nc1ccccc1Cl)c1ccco1,15.1,-4.0,4.9,-0.2,-10.2,3.8,0.1,2.1,1.3
CCCc1[nH]c(=O)c(C#N)c2c1COC(C)(C)C2,-1.1,-6.6,0.1,0.6,6.4,0.4,-3.8,6.1,4.7
C=CCN1c2ccccc2[C@]23C[C@@H](C(=O)OC)N(C(C)=O)C2=NC(C(=O)OC)=C(C(=O)OC)[C@H]13,5.9,-17.3,-0.3,-0.7,13.2,-0.1,-5.8,4.5,-8.2
CC(C)c1ccc(OCC(=O)N2CCc3ccccc3C2)cc1,6.1,-4.8,0.4,-0.6,17.5,1.8,2.6,9.7,-8.4
O=C(Nc1ccccc1)NC1CCN(Cc2ccccc2)CC1,13.2,-3.6,0.4,2.3,5.8,5.0,-10.1,10.9,-7.3
O=C(/C=C/c1ccc([N+](=O)[O-])s1)N1CCN(c2ccccc2)CC1,8.6,-3.5,0.7,0.0,-11.6,-15.5,-1.6,-1.9,-8.7
O=C(Nc1ccnn1C1CCN(C/C=C/c2ccccc2)CC1)c1cccc(F)c1,25.5,9.9,6.1,0.6,-13.7,-2.5,-3.7,8.6,-9.0
Cc1ccccc1C(=O)N1CCN(c2ccc(NC(=O)c3cccs3)cc2)CC1,15.0,-7.4,1.5,2.5,48.4,-8.5,-0.5,12.6,-8.4
CC1=NN(c2ccccc2)C(=O)/C1=C/C=C/C=C/N(C)C,18.2,2.0,2.5,5.0,6.4,-10.6,-1.1,7.7,-16.3
O=C(Nc1cccnc1)Nc1ccc(Br)cc1Cl,-2.5,-12.8,7.2,-0.3,19.8,14.7,-1.0,17.5,-1.2
Cc1c(NC(=S)NC(NC(=O)C(C)(C)C)C(Cl)(Cl)Cl)c(=O)n(-c2ccccc2)n1C (configuration not stated),14.4,-8.3,-0.1,3.4,14.2,-10.2,-2.9,-0.2,-7.7
O=C(NCc1cccnc1)c1ccc(-c2ccc(Cl)cc2)o1,-8.7,-16.0,7.0,4.4,2.8,2.5,-3.2,-0.4,-0.8
CCN1N=C(c2ccccc2)Cn2c1nc1ccccc12,6.9,-30.0,1.3,-1.8,18.5,2.7,-6.1,10.6,-9.4
Cc1cc(C)cc(NC(=O)CSCc2nc3c(nnn3Cc3ccc(F)cc3)c(=O)[nH]2)c1,16.8,-17.9,0.0,-0.6,-3.1,-12.6,-5.8,9.8,-4.7
Cc1ccccc1OCC(=O)Nc1ccc2c(c1)ncn2C,8.6,17.8,5.0,0.9,-29.7,0.9,-4.0,2.2,0.8
CC1CCCC(C)N1C(=O)COC(=O)CNS(=O)(=O)c1ccc2ccccc2c1 (configuration not stated),-12.1,x,3.7,x,-10.5,8.7,1.4,1.5,x
COc1ccc(CNC(=S)Nc2cccc(OC)c2)cc1,8.3,3.9,1.2,6.5,16.8,-3.0,-3.6,-1.2,-20.2

# Complete entries as entered above. Order of screens: CHO-K1 Ca PAM | CHO parental Ca | CHO-K1 Ca ag | V1R ag counter | TAAR1 antag | CHO-K1 Ca antag | CHRM1 agonist | TAAR1 ag | OXTR potentiator
# O=C(NCC1CCCCC1)c1csc([C@@H]2O[C@H](CO)[C@H](O)[C@H](O)[C@H]2O)n1 reads 0.9 | x | -0.2 | x | -5.4 | 3.9 | -0.7 | 1.0 | x
# CC(=NNC(=O)CCC(=O)Nc1ccccc1Cl)c1ccco1 reads 15.1 | -4.0 | 4.9 | -0.2 | -10.2 | 3.8 | 0.1 | 2.1 | 1.3
# COc1ccc(CNC(=S)Nc2cccc(OC)c2)cc1 reads 8.3 | 3.9 | 1.2 | 6.5 | 16.8 | -3.0 | -3.6 | -1.2 | -20.2
# CCOC(=O)CNC(=O)CSc1nc2nc(C)c(Br)cc2[nH]1 reads 9.1 | -8.8 | 0.3 | 0.4 | -26.4 | -5.5 | -8.1 | 7.3 | -6.7
# COc1ccc(N2C(=O)[C@@H]3Cc4ccccc4CN3C2=O)cc1 reads 2.3 | -15.5 | 0.2 | 2.1 | 1.1 | 2.6 | 0.8 | 13.7 | -11.8
